Bioassay records from PubChem.
TbPYK inhibitor: inhibitors of Trypanosoma brucei pyruvate kinase. Q57TT1. TbPYK enzyme, Kinase-Glo Plus ATP luminescence, 45 min. Potency, µM (top dose mostly 76.8 µM), for the others: at the highest dose activity, negative = inhibition, usual class: inhibitors. 0.12% of 410,000 active; also: potency is read from the fitted curve at half-maximal effect; nearly all actives have a fitted effect of over 50% in size
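Screened from lowest to highest concentration, compounds were pinned into TbPYK/substrate mixtures, and ADP (130 uM final) was added. Plates sat at room temperature for 45 min prior to Kinase-Glo Plus detection by luminescence.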
AmpC no deterg: blocks E. coli AmpC beta-lactamase in detergent-free assay. P00811. AID 485341. AmpC nitrocefin hydrolysis, absorbance 480 nm, 0.0001% Triton. Potency, µM (top dose mostly 57.1 µM), inactives show top-dose activity change, negative = inhibition, actives largely listed as inhibitors. 0.52% of 330,000 active;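 also: potency is read from the fitted curve at half-maximal effect; plate controls were no compound for no effect and no enzyme for full effect; nearly all actives have a fitted effect of over 20% in size; some results filed as inactive show a strong effect at the top dose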
Target sequence (P00811 whole entry, looked up): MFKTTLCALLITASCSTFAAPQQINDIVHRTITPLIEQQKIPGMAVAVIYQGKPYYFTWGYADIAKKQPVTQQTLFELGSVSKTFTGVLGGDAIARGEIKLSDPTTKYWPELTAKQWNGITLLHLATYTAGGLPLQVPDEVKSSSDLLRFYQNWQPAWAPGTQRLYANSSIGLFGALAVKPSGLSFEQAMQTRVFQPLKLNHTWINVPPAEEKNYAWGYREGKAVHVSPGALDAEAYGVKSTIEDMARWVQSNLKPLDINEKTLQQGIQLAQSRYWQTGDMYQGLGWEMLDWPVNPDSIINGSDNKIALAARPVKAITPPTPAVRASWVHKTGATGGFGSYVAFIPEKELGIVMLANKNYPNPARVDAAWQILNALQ
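AmpC (5.3 nM in the dispensed reagent) in 20 mM phosphate pH 7.0 with 0.01% (detergent screen) or 0.0001% Triton X-100 was preincubated with compounds for 15 min at room temperature. Nitrocefin was then added from an 800 uM solution, and hydrolysis was followed at 480 nm.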
LmPK inh: inhibitors of Leishmania mexicana pyruvate kinase; purified LmPK, Kinase-Glo ATP luminescence, 1 h; Potency, µM (top dose mostly 57.5 µM), for the others: at the highest dose activity change, negative = inhibition, actives largely listed as inhibitors; 0.37% of 290,000 active; AID 1721; also: potency is read from the fitted curve at half-maximal effect
Target sequence (Q27686 whole entry, looked up): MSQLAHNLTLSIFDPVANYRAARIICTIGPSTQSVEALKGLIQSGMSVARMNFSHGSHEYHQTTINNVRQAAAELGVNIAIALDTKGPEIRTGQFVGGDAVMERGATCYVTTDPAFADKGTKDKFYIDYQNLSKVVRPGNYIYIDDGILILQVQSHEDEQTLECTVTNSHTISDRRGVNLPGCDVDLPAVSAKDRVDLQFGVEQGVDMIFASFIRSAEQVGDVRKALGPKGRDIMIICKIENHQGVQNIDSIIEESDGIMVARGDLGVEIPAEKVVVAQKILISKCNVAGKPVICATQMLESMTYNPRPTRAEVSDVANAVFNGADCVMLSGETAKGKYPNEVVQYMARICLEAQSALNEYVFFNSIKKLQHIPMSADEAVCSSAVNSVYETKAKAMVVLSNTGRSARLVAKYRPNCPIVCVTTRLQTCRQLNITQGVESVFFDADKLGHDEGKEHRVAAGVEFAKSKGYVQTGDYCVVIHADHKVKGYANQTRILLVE
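Pyruvate kinase activity monitored as ATP production (luciferase luminescence). Conditions: 0.1 nM enzyme, 0.5 mM PEP, 0.1 mM ADP, 1 h, RT; normalized against uninhibited and no-enzyme wells.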
AMA1 RON2 block: disrupts binding of P. falciparum AMA1 to RON2. AlphaScreen AMA1-biotinylated RON2 peptide binding. Potency, µM (titrated, usually from 58.2 µM), without a hit: at the highest dose activity change, negative = inhibition, usual class: inhibitors. 0.2% of 360,000 active;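 also: potency is read from the fitted curve at half-maximal effect; 0% = vehicle wells and -100% = peptide control; nearly all actives have a fitted effect of over 45% in size; some results filed as inactive show a strong effect at the top dose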
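AMA1 (3D7) with his tag at 25 nM final met compounds first, then biotinylated RON2 peptide at 25 nM; detection used donor plus acceptor beads, 10 µg/mL apiece, read by AlphaScreen after 30 min at room temperature.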
AmpC inh detg: AmpC beta-lactamase inhibition with detergent present; 0.041% of 370,000 active; Potency, µM (top dose mostly 114 µM), for inactives: at the top dose activity change, negative = inhibition, most hits filed as inhibitors; AmpC hydrolysis of nitrocefin, absorbance 480 nm, 0.01% Triton;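 also: potency is read from the fitted curve at half-maximal effect; 0% = no-compound wells and -100% = no-enzyme wells; nearly all actives have a fitted effect of over 25% in size; some results filed as inactive show a strong effect at the top dose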
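AmpC (5.3 nM in the dispensed reagent) in 20 mM phosphate pH 7.0 with 0.01% (detergent screen) or 0.0001% Triton X-100 was preincubated with compounds for 15 min at room temperature. Nitrocefin was then added from an 800 uM solution, and hydrolysis was followed at 480 nm.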
Sm TGR block: S. mansoni TGR enzyme inhibition; 3% of 360,000 active; purified TGR, DTNB reduction, TNB absorbance 405 nm; Potency, µM (titrated, usually from 114 µM), for inactives: at the highest dose activity change, negative = inhibition, hits mostly inhibitors; also: potency is read from the fitted curve at half-maximal effect; nearly all actives have a fitted effect of over 60% in size
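Kinetic colorimetric format: TGR-catalysed, NADPH-driven DTNB reduction monitored via TNB absorbance. Enzyme dispensed at 20 nM; compound exposure 15 min at room temperature before reaction start.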
HCMV inh: inhibitors of human cytomegalovirus. HFF cells, HCMV-luciferase reporter, 72 h; hits give low values. 4.5% of 410,000 active. activity change, negative = inhibition, % at 57.5 µM; in the data active = activity change below about -60%; inconclusive = no clear call, values can overlap the other calls; inactive = above about -39%
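Steps: HFFs plated, 16 h 37C; compounds added; HCMV-luciferase added to MOI 1 PFU/cell; 72 h 37C; OneGlo reagent, 5 min room temperature; luminescence read, normalized to controls.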
An asterisk follows results filed as active; ? = inconclusive; nt = no result given; & = joins results of further samples; [ ] = another dose, or the depositor's remark. Unless noted, calls follow the shape of the dose curve; as a rule, active = well fitted curve in the direction sought with a large enough effect; inconclusive = small, poorly fitted or top-dose-only effect, or another doubt; inactive = no such curve, though single readings can be large; an effect the other way counts as inactive or inconclusive. Unless noted, % is scaled to controls: 0 for no effect and ±100 for the full control effect.

SMILES	TbPYK inhibitor	AmpC no deterg	LmPK inh	AMA1 RON2 block	AmpC inh detg	Sm TGR block	HCMV inh
Cc1ccc(S(=O)(=O)/N=C2/C=C(Sc3ncn[nH]3)C(=O)c3ccccc32)cc1	7.9µM*	-35%	7.1µM*	-2%	-18%	0.32µM*	nt
O=C(Nc1ccccc1C(=O)N1CCOCC1)c1ccc(F)cc1	1%	-7%	-2%	-2%	-18%	11%	8
CCOC(=O)c1ccc(-n2cccc2/C=C2\NC(=O)NC2=O)cc1	0%	-13%	nt	nt	5%	-7%	?
O=C(NCC(=O)N(c1ccc(F)cc1)C(C(=O)NC1CCCCC1)c1cccnc1)c1ccco1 (stereo unspecified)	2%	13%	-2%	7%	-7%	1%	0
CCn1ncc(CNC(=O)CCSc2nc(-c3ccco3)cc(C(F)(F)F)n2)c1C	3%	102%[activator]	-1%	-6%	?	-16%	-18
CC(=O)c1ccc(S(=O)(=O)Nc2ccc(-n3cnnn3)cc2)cc1	-6%	6%	nt	14%	3%	-5%	114
CCOc1cc(-c2nc(-c3ccncc3)no2)cc(OCC)c1OCC	-9%	-5%	-1%	6%	-17%	-1%	17
O=c1c2ccccc2nc(/C=C/c2cccc(Br)c2)n1CCCO	-12%	148%[activator]	6%	6%	?	12%	-92*
CC(OC(=O)CNC(=O)c1ccc(Cl)c([N+](=O)[O-])c1)C(=O)NC1CCCCC1C (stereo unspecified)	2%	163%[activator]	nt	10%	?	-6%	15
COc1ccccc1-n1nc(-c2ccccc2)c2cnc3cc(C(F)(F)F)ccc3c21	1%	nt	nt	nt	0%	-3%	-5
CCOC(=O)c1ccc(Nc2c(-c3ccc(O)c(OC)c3)nc3nc[nH]n23)cc1	-15%	nt	nt	nt	6%	32µM*	62
CCOC(=O)c1sc(NC(=O)CSc2nncn2C)nc1C	-2%	-34%	5%	-7%	?	0%	27
COc1ccc(NC(=O)C2CCCN(S(=O)(=O)c3ccc4c(c3)CCCC(=O)N4)C2)c(OC)c1 (stereo unspecified)	1%	nt	nt	nt	-5%	6%	-9
COc1ccc(-c2nc3n(c2Br)CCC3)cc1	-2%	26%	-19%	-3%	-7%	-26%	-21
Cc1ccc(S(=O)(=O)NCc2ccc(C(=O)NCCCN3CCC(Cc4ccccc4)CC3)cc2)cc1	0%	124%[activator]	-3%	1%	9%	6%	0
CC(C(=O)Nc1ccccc1F)N1CCN(S(=O)(=O)c2ccc(C(F)(F)F)cc2)CC1 (stereo unspecified)	3%	125%[activator]	nt	1%	?	-8%	8
COc1ccc(Cc2c(C(C)(C)C)nc3ccc(C)cn23)c(C)c1	-7%	nt	nt	5%	nt	nt	-25
O=C(CN1CCc2[nH]c3ccccc3c2C1)N1CCCCC1	-9%	-1%	10%	9%	17%	1%	56
COc1ccc(-c2cc3nnc(-c4ccccc4)nc3s2)cc1	-4%	-11%	-6%	-5%	-9%	-11%	-5
Cc1ccc(/C(O)=C2/C(=O)C(=O)N(CCN3CCOCC3)C2c2ccccn2)cc1 (stereo unspecified)	-4%	-2%	3%	27%	3%	25µM*	-10
O=C1Nc2ccc(Br)cc2C1(O)c1ccc(F)cc1 (stereo unspecified)	-7%	-44%	1%	1%	-6%	8%	-34
COc1ccc(C(=O)Cc2cc3cccc(OC)c3oc2=O)cc1	4%	-17%	-2%	2%	-4%	17%	-14
Cc1cc(F)ccc1NCc1ccc([N+](=O)[O-])cc1	6%	-25%	-4%	?	1%	6%	-10
Cc1ccccc1N1CCN(Cc2nc(Cc3ccccc3)no2)CC1	0%	55%	-3%	-15%	5%	nt	-19
CNC(=O)OCc1n(C)cc[n+]1C	-5%	-12%	-5%	-15%	-2%	1%	17

By substructure, those above containing a furan ring, fused or not
SMILES	TbPYK inhibitor	AmpC no deterg	LmPK inh	AMA1 RON2 block	AmpC inh detg	Sm TGR block	HCMV inh
O=C(NCC(=O)N(c1ccc(F)cc1)C(C(=O)NC1CCCCC1)c1cccnc1)c1ccco1 (stereo unspecified)	2%	13%	-2%	7%	-7%	1%	0
CCn1ncc(CNC(=O)CCSc2nc(-c3ccco3)cc(C(F)(F)F)n2)c1C	3%	102%[activator]	-1%	-6%	?	-16%	-18

(cont.)
SMILES	TbPYK inhibitor	AmpC no deterg	LmPK inh	AMA1 RON2 block	AmpC inh detg	Sm TGR block	HCMV inh
Nn1c(CN2CCCCC2)nc2ccccc2c1=O	3%	-19%	-10%	19%	4%	0%	41
O=S(=O)(NCc1nnnn1-c1ccc(F)cc1)c1ccc(F)cc1	-2%	nt	nt	9%	nt	nt	3
COc1ccc(OC)c(C(c2nnnn2C2CCCC2)N2CCN(c3ccc(F)cc3)CC2)c1 (stereo unspecified)	4%	1%	0%	-29%	-1%	-5%	-3
Cc1ccc(N(C)C2=NC(=O)CS2)cc1Cl	-1%	-8%	1%	8%	-15%	-6%	7
O=C(COC(=O)CNC(=O)c1ccccc1Cl)NC1CCCC1	2%	-22%	nt	1%	nt	nt	41
O=C(c1ccc2c(c1)OCO2)N1CCN(c2ccc(C(F)(F)F)cn2)CC1	3%	3%	1%	-16%	-7%	-3%	?
COC(=O)c1c(N2C(=O)CC(Sc3ccccc3C(=O)O)C2=O)sc2c1CCCC2 (stereo unspecified)	-16%	-38%	3%	5%	-4%	2.5µM*	4
CCN1CCN(c2ccc([N+](=O)[O-])cc2C(=O)OC)CC1	-5%	-11%	0%	0%	7%	0%	17
CCOC(=O)COc1c(Cl)cc(C2NC(=S)NC(c3ccccc3)=C2C(C)=O)cc1OCC (stereo unspecified)	-9%	-4%	3%	-3%	1%	-4%	-60*
COc1cc(OC)cc(C(=O)N[C@H](C(=O)OCC(=O)NC(C)c2ccccc2)C(C)C)c1 (stereo partly specified)	-12%	18%	1%	-3%	-8%	-9%	-7
COc1cccc(-c2nc(CS(=O)CC(=O)O)c(C)o2)c1 (stereo unspecified)	-3%	-13%	6%	5%	-1%	?	?
CCOC(=O)c1nnc2ccnn2c1N	-1%	-14%	-1%	12%	?	-1%	15
CCCCC(CC)C(=O)O (stereo unspecified)	-4%	-13%	nt	-19%	nt	nt	7
Nc1cc(=O)[nH]c(SCC(=O)Nc2cc(Cl)ccc2Cl)n1	1%	-26%	2%	11%	-6%	14%	2
CCOc1ccc(S(=O)(=O)N2CCCC(C(=O)N3CCCC3)C2)cc1 (stereo unspecified)	0%	24%	-6%	-4%	?	4%	-10
COc1ccccc1N(Cc1cc2cccc(C)c2[nH]c1=O)C(=O)C(C)C	-3%	-18%	3%	1%	-11%	0%	-16
COc1ccc(NC(=O)Cn2c(=O)n(Cc3ccccc3Cl)c(=O)c3cc(OC)c(OC)cc32)cc1	0%	nt	nt	nt	10%	-3%	-11
CCOC(=O)N1CCN(C2CC(=O)N(c3ccc(Cl)c(Cl)c3)C2=O)CC1 (stereo unspecified)	-7%	41%	-2%	0%	-12%	20µM*	-20
O=C(COC(=O)C1CC(=O)N(Cc2ccco2)C1)Nc1ccccc1[N+](=O)[O-] (stereo unspecified)	-3%	-6%	nt	1%	0%	-1%	-12
O=C(Nc1cc2c(cc1Br)OCCO2)c1ccco1	-21%	-21%	-9%	-2%	-2%	-21%	39
Cc1cccn2c(=O)c(/C=C(\C#N)c3nc4ccccc4[nH]3)c(Oc3ccc(C(C)(C)C)cc3)nc12	1%	nt	nt	nt	22%	0%	26
Cc1cccnc1-n1c(-c2ccccc2)nc2ccccc2c1=O	10%	-23%	4%	-2%	0%	7%	-33
CCCNC(=O)N1CCN(c2nc(C(C)C)c3c(c2C#N)CC(C)(C)OC3)CC1	-1%	-3%	-5%	0%	-9%	5%	-66*
CC(C)c1ccc(N(CC(=O)NCCSC(C)(C)C)S(C)(=O)=O)cc1	nt	78%[activator]	7%	16%	-4%	-6%	46
COC(=O)c1ccc(NC(=O)C(=O)N2CCN(C(=S)Nc3ccc(OC)cc3)CC2)cc1	-9%	9%	4%	8%	-1%	0%	-38

Only HCMV inh, LmPK inh and Sm TGR block, for some of the entries so far:
SMILES	HCMV inh	LmPK inh	Sm TGR block
Cc1cccn2c(=O)c(/C=C(\C#N)c3nc4ccccc4[nH]3)c(Oc3ccc(C(C)(C)C)cc3)nc12	26	nt	0%
Cc1cccnc1-n1c(-c2ccccc2)nc2ccccc2c1=O	-33	4%	7%
CCCNC(=O)N1CCN(c2nc(C(C)C)c3c(c2C#N)CC(C)(C)OC3)CC1	-66*	-5%	5%

More results.
SMILES	TbPYK inhibitor	AmpC no deterg	LmPK inh	AMA1 RON2 block	AmpC inh detg	Sm TGR block	HCMV inh
CN(C)C(=O)Oc1cc(OC(=O)N(C)C)cc(C(O)CNC(C)(C)C)c1 (stereo unspecified)	-4%&3%	-9%&-26%	nt	16%&18%	?	-8%&-2%	-19&-15
CCCC(=O)Nc1cccc(-c2nc3ncccc3o2)c1	3%	nt	nt	nt	11%	-1%	40
COc1ccc(-n2c(NC(=O)c3ccco3)c(C#N)c3nc4ccccc4nc32)cc1	-4%	-21%	5%	29%	-1%	?	-19
O=C(/C=C/c1c(Cl)cccc1Cl)NCc1ccccc1	-20%	-20%	3%	14%	-8%	-2%	-23
O=C1C=C(c2ccc3ncccc3c2)C[C@@H](c2ccc3c(c2)OCO3)C1	-5%	-8%	nt	-15%	4%	-5%	-20
COc1cc(C)ccc1OCCON1C(=O)CCC1=O	-2%	-9%	0%	-1%	-8%	nt	36
Cc1sc2ncnc(N3CCC(C(=O)Nc4cc(S(C)(=O)=O)ccc4Cl)CC3)c2c1C	-4%	113%[activator]	nt	3%	?	-1%	-33
COc1ccc(NC(C)=O)cc1NC(=O)CSc1nnc(C2CCCCC2)n1N	-5%	-16%	-3%	14%	?	0%	?
CN1CCN(c2ccc(NC(=O)c3ccc(Cl)cc3)cn2)CC1	1%	-17%	2%	3%	?	8%	42
CCOC(=O)N1CCN(c2ccccc2O)CC1	3%	-9%	3%	15%	?	19%	-19
CC(C)c1ccc(NC(=O)C(Cc2ccccc2)NS(=O)(=O)c2ccc3c(c2)oc(=O)n3C)cc1 (stereo unspecified)	2%	nt	nt	nt	12%	7%	-24
COc1ccc(OC)c(-c2cc(C(=O)N3CCOCC3)no2)c1	-6%	17%	-7%	7%	-4%	-13%	-21
Cc1ccc(NC(=O)CN(C)C(=O)CSc2nnc(NC(C)C)s2)cc1	3%	2%	nt	-16%	0%	-6%	-10
CCOC(=O)c1sc(NC(=O)OC)c(C(=O)OC)c1C	-13%	-7%	1%	3%	-14%	0%	-34
O=C(O)C(Cc1ccc(O)cc1)N1C(=O)c2c(Cl)c(Cl)c(Cl)c(Cl)c2C1=O (stereo unspecified)	-4%	nt	nt	-2%	nt	nt	35
O=C(CSc1nc2c([nH]c3ccccc32)c(=O)n1-c1ccccc1)Nc1cccc(C(F)(F)F)c1	4%	nt	nt	nt	6%	-6%	?
